Screens from PubChem BioAssay.
TSG101-PTAP inh = qHTS Validation Assay for Inhibitors of HIV-1 Budding by Blocking the Interaction of PTAP/TSG101: Sytravon Library Screen. Potency, µM (series often up to 115 µM), inactives show at the highest dose activity change, negative = inhibition, actives largely listed as inhibitors. Tumor susceptibility gene 101 protein (Homo sapiens), Q99816. Fluorescence polarization, FITC-PTAP peptide/Tsg101, 20 min. 44,000 tested, under 10 active; note: potency is the fitted concentration of half-maximal effect; 0% is about no effect
Target sequence (Q99816 whole entry, looked up): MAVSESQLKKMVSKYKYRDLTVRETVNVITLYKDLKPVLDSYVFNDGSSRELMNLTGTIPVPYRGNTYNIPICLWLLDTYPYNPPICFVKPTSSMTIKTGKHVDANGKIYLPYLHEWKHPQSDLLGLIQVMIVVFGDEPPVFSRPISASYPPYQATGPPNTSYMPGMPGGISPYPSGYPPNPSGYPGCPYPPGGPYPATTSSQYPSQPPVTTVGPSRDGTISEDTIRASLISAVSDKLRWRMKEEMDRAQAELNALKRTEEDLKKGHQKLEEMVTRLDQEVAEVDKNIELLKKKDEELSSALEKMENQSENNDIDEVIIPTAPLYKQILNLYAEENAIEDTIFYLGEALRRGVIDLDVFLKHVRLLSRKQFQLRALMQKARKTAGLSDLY
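Fluorescence polarization binding of Tsg101 binding domain (10 uM final) to FITC-labeled PTAP-motif peptide (50 nM final) in HEPES pH 7.5/NaCl/Tween 20/EDTA/TCEP buffer; 20 min at r.t. Actives by curve class, <25 µM, efficacy <60% inhibition.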
p53null 39C tox = qHTS Screen for Compounds that Selectively Target Cancer Cells with p53 Mutations: Cytotoxicity of p53 Null Cells at the Nonpermissive Temperature; H1299 p53-null (neo) cells, 39C, ATPlite viability, 24 h; Potency, µM (doses to about 46.1 µM), inactives show at the top dose activity, negative = cell killing, hits mostly cytotoxic; hit rate 0.97% among 55,000;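 note: potency is the fitted concentration of half-maximal effect; 0% = DMSO only and -100% = full killing by 100 µM tamoxifen; nearly all actives have a fitted effect of over 50% in size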
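H1299 lung cancer cells, p53-null (H1299-neo) or expressing p53 A138V (H1299-p53A138V), were plated overnight at 37C, then exposed to compounds at up to 46 uM for 24 hr at 39C. Viability was read by ATP-based luminescence.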
NTMT1 inhibitor = Primary qHTS for Inhibitors of N-terminal methyltransferase 1 (NTMT1): MTaseGlo Assay | N-terminal Xaa-Pro-Lys N-methyltransferase 1 (Homo sapiens), Q9BV86 | NTMT1 MTase-Glo SAH luminescence, purified enzyme | Potency, µM (doses to about 114 µM), without a hit: at the top dose activity change, negative = inhibition, actives largely listed as inhibitors | hit rate 2.5% among 59,000 | AID 1645870, 2021;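 note: potency is the fitted concentration of half-maximal effect; plate controls were DMSO vehicle for no effect and no enzyme for full effect; nearly all actives have a fitted effect of over 65% in size; many of its hits are not listed in these tables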
Target sequence (Q9BV86 whole entry, looked up): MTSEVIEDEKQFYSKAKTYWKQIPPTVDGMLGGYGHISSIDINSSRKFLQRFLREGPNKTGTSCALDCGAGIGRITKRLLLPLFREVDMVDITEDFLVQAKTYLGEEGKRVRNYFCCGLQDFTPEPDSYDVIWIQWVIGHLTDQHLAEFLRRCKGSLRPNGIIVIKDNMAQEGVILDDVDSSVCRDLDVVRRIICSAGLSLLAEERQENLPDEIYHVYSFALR
B2AR arrestin ag = qHTS assay of beta-arrestin-biased ligands of beta2-adrenergic receptor: NCGC Sytravon Library Screen; Beta-2 adrenergic receptor (Homo sapiens), P07550; HTLA Tango cells, beta-arrestin recruitment, luciferase luminescence, 18 h; Potency, µM (top dose mostly 46.1 µM), without a hit: at the top dose activation, usual class: activators; 44,000 tested, under 10 active; AID 1347077, 2019;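 note: potency is the fitted concentration of half-maximal effect; 0% = DMSO and full agonism = EC100 isoproterenol or metaproterenol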
Target sequence (P07550 whole entry, looked up): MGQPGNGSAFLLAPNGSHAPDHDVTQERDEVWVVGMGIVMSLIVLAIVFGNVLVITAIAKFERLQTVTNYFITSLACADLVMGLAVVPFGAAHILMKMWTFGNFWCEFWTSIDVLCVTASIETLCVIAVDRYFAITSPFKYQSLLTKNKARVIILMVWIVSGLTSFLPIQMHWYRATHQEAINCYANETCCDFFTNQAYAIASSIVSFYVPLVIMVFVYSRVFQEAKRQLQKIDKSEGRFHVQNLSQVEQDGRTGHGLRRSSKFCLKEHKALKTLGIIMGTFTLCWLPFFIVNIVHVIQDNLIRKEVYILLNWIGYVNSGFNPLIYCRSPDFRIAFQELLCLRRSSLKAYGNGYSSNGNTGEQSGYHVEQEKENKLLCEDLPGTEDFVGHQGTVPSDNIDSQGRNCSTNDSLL
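Tango cells (recombinant beta2-AR, beta-arrestin, tTA-driven luciferase), 1500/well in DMEM 1% FBS, treated 18 h at 37 °C with compounds up to 46 µM; luciferin mix added, luminescence read after 15 min; %activity curves fitted and curve-classed.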
GALK inhibitor = qHTS Assay for Inhibitors of Human Galactokinase (GALK): NCGC Sytravon Library Screen; AID 1347072, 2019; Potency, µM (highest dose often 57.5 µM), inactives show at the highest dose activity, negative = inhibition, usual class: inhibitors; 44,000 tested, under 10 active; recombinant GALK, Kinase-Glo ATP luminescence, 1 h;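 note: plate controls were full GALK reaction for no effect and reaction lacking GALK for full effect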
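Luminescent ATP-depletion readout (Kinase-Glo Plus, 10 min) after 1 h RT reaction of 5 nM GALK, 35 uM ATP, 100 uM galactose, pH 8.0 HEPES buffer. Decreased kinase activity scored as inhibition.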
FH mod = Identification of activators of human fumarate hydratase by quantitative high-throughput screening. Potency, µM (top dose mostly 79.9 µM), inactives show at the top dose activity change, negative = inhibition, usual class: inhibitors. FH coupled MDH/diaphorase resazurin fluorescence, 15 min. Fumarate hydratase, mitochondrial (Homo sapiens), P07954. hit rate 0.22% among 54,000; note: potency is the fitted concentration of half-maximal effect; % is set by controls: 0 for no effect and ±100 for the full control effect; the screen sought activators but most active calls are inhibition curves; nearly all actives have a fitted effect of over 45% in size
p53null 32C tox = qHTS Screen for Compounds that Selectively Target Cancer Cells with p53 Mutations: Cytotoxicity of p53 Null Cells at the Permissive Temperature; Potency, µM (doses to about 46.1 µM), for the others: at the highest dose activity change, negative = cytotoxicity, most hits filed as cytotoxic; hit rate 0.62% among 55,000; H1299-neo p53 null cells, ATP luminescence, 24 h, 32C;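 note: potency is the fitted concentration of half-maximal effect; 0% = DMSO only and -100% = full killing by 100 µM tamoxifen; nearly all actives have a fitted effect of over 55% in size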
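Overnight 37C seeding (600 cells/well) of H1299-neo preceded a 24 hr, 32C exposure to compounds up to 46 uM. ATP levels, read by luminescence after 20 min at RT, indicated surviving cells.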
Active calls of the source: *; ? = inconclusive; . = not tested or not shown. Calls come from the whole dose curve; as a rule, active = well fitted curve in the direction sought with a large enough effect; inconclusive = small, poorly fitted or top-dose-only effect, or another doubt; inactive = no such curve, though single readings can be large; an effect the other way counts as inactive or inconclusive.

SMILES | GALK inhibitor | B2AR arrestin ag | p53null 39C tox | NTMT1 inhibitor | FH mod | p53null 32C tox | TSG101-PTAP inh
O=C1CC(c2ccc(Cl)cc2)N=C(NC(=O)c2ccccc2)N1 (stereo unspecified) | 0% | 0% | 30% | 6% | 0% | 24% | -3%
O=C(NCCSCc1c(F)cccc1Cl)C1CCN(S(=O)(=O)Cc2ccccc2)CC1 | 2% | -1% | 2% | . | . | -3% | -7%
CC(C)(C)c1ccc(Oc2nc3ccccn3c(=O)c2/C=C(\C#N)c2nc3ccccc3s2)cc1 | ? | 0% | 23% | ? | ? | 0% | -2%
CCC(C)NC(=O)c1ccc2c(c1)N(Cc1ccccc1F)C(=O)c1ccccc1S2=O (stereo unspecified) | 0% | 0% | -4% | 19% | -15% | -3% | 1%
COc1ccc(NC(=O)c2cc(-c3ccc4c(c3)OCO4)on2)c(OC)c1 | 4% | 1% | -5% | . | . | 11% | -2%
CCCc1nnc(NC(=O)Cc2coc3ccc(C(C)C)cc23)s1 | 2% | -1% | 3% | 3% | 1% | 11% | -5%
COc1ccc(C(=O)Nc2nnc(SCc3cc(=O)c4cc(C)cc(C)c4[nH]3)s2)cc1 | -1% | -1% | -11% | -15% | 6% | -1% | -1%
CCCCN1C(=O)C(O)(c2c[nH]c3ccccc23)c2cc(Br)ccc21 (stereo unspecified) | -1% | 1% | ? | -2% | -22% | -6% | -9%
Cc1ccc2oc(=O)n(CCCOc3ccccc3Cl)c2c1 | 2% | 0% | -3% | -10% | ? | 0% | -5%
Cc1ccc(CN2CCC(CNC(=O)c3cnn(-c4ccccc4Cl)c3C3CCN(C(=O)OC(C)(C)C)CC3)CC2)cc1 | 1% | 0% | -18% | -6% | 2% | 16% | -6%
CCN(CCCNC(=O)c1cc(Nc2ccccc2OC)nc2ccccc12)c1cccc(C)c1 | 8% | -2% | 0% | -5% | ? | 7% | -1%
COc1ccc(-c2noc(CC(=O)Nc3ccc(C)c(F)c3)n2)cc1 | 3% | -1% | -21% | -5% | -3% | 0% | 3%
O=C(Cc1ccccc1)Nc1sc2c(c1C(=O)Nc1ccc(Br)cc1)CCC2 | 0% | 0% | 15% | 12% | 4% | 3% | -3%
CCOC(=O)c1[nH]cnc1C(=O)Nc1cccc(OC)c1 | -2% | -1% | -20% | 4% | 25% | 1% | 0%
CCOc1ccc(-c2ccc(NS(=O)(=O)c3cc(C)ccc3OC)cc2)nn1 | -2% | 0% | -15% | 9% | -2% | 7% | 3%
Cc1nc2cccnc2n1-c1cccc(C(=O)NCCc2ccc(Cl)cc2)c1 | 1% | 0% | 9% | 7% | 9% | -8% | 1%
CC(=O)Nc1ccc(NC(=O)c2oc3c(c2C)-c2nn(Cc4ccccc4Cl)cc2CC3)cc1 | 3% | 0% | -3% | -24% | -4% | 3% | 1%
Cc1ccc(Cn2ccn(CC(=O)Nc3c(C)cc(C)cc3C)c(=O)c2=O)cc1 | -2% | -1% | -6% | 50µM* | 7% | 1% | 3%
Cc1cccc(C)c1NC(=O)Nc1csc2c1CCCC2 | 7% | 1% | -2% | 0% | 1% | -10% | 4%
COc1ccc(NC(=O)Nc2nnc(C)s2)cc1 | 4% | 1% | -48% | -1% | -6% | -20% | -6%
CCn1cc(C(=O)OCC(=O)Nc2ccc(F)cc2F)c(=O)c2ccc(C)nc21 | 0% | -1% | 1% | 10% | 1% | 21% | -7%
Cc1ccc2nc(CSc3nnc(NC(=O)CC(C)C)s3)cc(=O)n2c1 | 1% | -1% | -10% | -5% | -10% | 0% | 0%
CC(=O)Nc1ccc(S(=O)(=O)NC2(C(F)(F)F)NC(=O)N(c3ccccc3F)C2=O)cc1 (stereo unspecified) | 9% | 0% | . | 18% | -15% | . | -2%
CCCN(CCC)C(=O)c1nn(C)c2c1CSc1ccccc1-2 | 3% | -3% | -7% | -3% | -21% | -1% | 8%
CCOCCc1nn2c(=O)cc(COC(=O)c3ccccc3NC(=O)c3ccccc3F)nc2s1 | -1% | -1% | 3% | 1% | -28% | -4% | 1%
CCC(CO)Nc1ncnc2c1cnn2-c1ccc(C)cc1 (stereo unspecified) | 3% | 1% | 20% | 2% | -5% | 16µM* | -1%
COc1ccc(-c2noc(-c3ccccc3NC(=O)c3cc(OC)c(OC)c(OC)c3)n2)cc1 | -1% | -2% | -7% | 4% | -4% | -6% | 0%
COc1ccc(NC(=O)c2c(NC(=O)COc3ccccc3)sc3c2CCCCC3)cc1 | 0% | -1% | -5% | 4% | 4% | 0% | -7%
CC(=O)c1cccc(NC(=O)Cc2noc3ccccc23)c1 | 1% | 0% | -11% | -2% | -2% | -2% | 0%
Cc1ccc(-n2ncc3c(NC4CCCCCC4)ncnc32)cc1Cl | -3% | -1% | 14% | -4% | ? | -12% | 0%

Filtered by structure, the entries above with an aryl thioether with sulfur outside any ring
SMILES | GALK inhibitor | B2AR arrestin ag | p53null 39C tox | NTMT1 inhibitor | FH mod | p53null 32C tox | TSG101-PTAP inh
COc1ccc(C(=O)Nc2nnc(SCc3cc(=O)c4cc(C)cc(C)c4[nH]3)s2)cc1 | -1% | -1% | -11% | -15% | 6% | -1% | -1%
Cc1ccc2nc(CSc3nnc(NC(=O)CC(C)C)s3)cc(=O)n2c1 | 1% | -1% | -10% | -5% | -10% | 0% | 0%

(further entries)
SMILES | GALK inhibitor | B2AR arrestin ag | p53null 39C tox | NTMT1 inhibitor | FH mod | p53null 32C tox | TSG101-PTAP inh
CCOC(=O)C(Cc1ccccc1)NC(=O)Cn1nnc(-c2ccc(C)cc2)n1 (stereo unspecified) | -16% | ? | -6% | 3% | -8% | -3% | 1%
CCOC(=O)c1cc(-c2ccc(OC)cc2)n(CCC(=O)NCc2ccc(OC)cc2)c1C | 1% | 1% | 8% | 2% | -6% | 5% | -1%
CCN(CC)S(=O)(=O)c1ccc(NC(=O)c2ccc3c(=O)n4c(nc3c2)CCCCC4)cc1 | 0% | -3% | -13% | ? | -11% | -3% | -9%
COc1ccccc1-c1nnc(SCC(=O)c2ccc(F)cc2)n1-c1ccccc1 | 0% | -1% | -3% | 7% | -21% | 28% | 1%
CC(C)(C)c1ccc(C(=O)NC2=NC(c3cccc(F)c3)CC(=O)N2)cc1 (stereo unspecified) | -7% | -2% | -5% | -4% | 2% | 2% | 1%
CC(=O)c1ccc(OC(=O)c2c(-c3ccccc3Cl)noc2C)cc1 | 0% | 0% | 9% | 14% | -7% | 6% | -2%
COc1cccc(N2CCN(C(=O)c3cnc4c(-c5ccc(F)cc5)c(C)nn4c3C)CC2)c1 | -1% | 0% | 6% | -13% | -17% | 2% | 0%
CCc1nnc(SCc2nc(-c3cccc(Cl)c3)oc2C)c2cc3sc(C)cc3n12 | -8% | -1% | -17% | -15% | 4% | 1% | -1%
Cc1ccc(NCc2cccn2-c2nnc(N3CCC(C(=O)NCCC(C)C)CC3)s2)cc1 | 4% | 0% | 8% | ? | -1% | 10% | 1%
CCC(=O)N1CCc2cc(CNS(=O)(=O)c3c(C)cc(C)cc3C)ccc21 | -2% | 0% | -16% | -10% | -15% | 1% | -1%
Cc1cc(C)cc(NC(=O)CSc2nccn2C2CCCC2)c1 | ? | -3% | -14% | 0% | 3% | -7% | -2%
CC(C)(C)c1ccc(C(=O)NC(Cc2c[nH]c3ccccc23)C(=O)OCC(=O)c2ccc(Cl)cc2)cc1 (stereo unspecified) | -1% | 0% | 2% | 18% | -25% | 19% | -4%
CCc1cccc(C)c1NC(=O)CSc1nc(C)cc(C)c1C(=O)Nc1ccccc1 | 0% | -4% | -3% | -10% | 2% | -7% | -2%
Cc1cccn2c(=O)c(C(=O)NCCc3ccccc3)c(O)nc12 | -1% | 0% | -15% | -7% | -8% | -4% | 0%
CC1CCN(C(=O)CSc2nc(-c3ccc(F)cc3)cc(C(F)(F)F)n2)CC1 | 24% | 0% | -3% | 9% | -4% | -3% | 1%
CCCN(Cc1cccs1)C(=O)Nc1ccccc1C | 3% | -2% | 9% | 3% | -6% | 1% | -2%
COc1ccc(CNC(=O)C2CCN(C(=O)c3cnn(-c4ccccc4)c3-n3cccc3)CC2)cc1 | 2% | -3% | -8% | 89µM* | 0% | 1% | -3%
COc1ccc(C(=O)N2c3nc(-c4ccco4)nn3C3(CCCCC3)[C@@H]3CCCC[C@@H]32)cc1OC | -10% | -3% | -10% | ? | -28% | -5% | -2%
CCOc1ccc2nc(N3CCN(C(=O)c4ccco4)CC3)sc2c1 | -2% | -2% | -9% | -8% | -4% | -20% | -1%
CC1=C(C(=O)Nc2ccc(C)cc2)C(c2ccc(Cl)cc2)n2nnnc2N1 (stereo unspecified) | 0% | 5% | -11% | 8% | -23% | 2% | 0%
Cc1ccc(S(=O)(=O)NCCc2cn3ccsc3n2)cc1 | 3% | -1% | -1% | 9% | 0% | -1% | 2%
Cc1ccccc1CNc1nc(N(C)C)nc2c1cnn2C | 2% | 1% | ? | ? | -1% | -3% | -7%
CCN(CC)c1ccc(C2C(C(N)=O)=C(C)Nc3ncnn32)cc1 (stereo unspecified) | -1% | 1% | -11% | -5% | 2% | -7% | -1%
Cc1ccc(-c2nc(CCNC(=O)C(=O)Nc3ccc(F)cc3F)cs2)cc1 | -6% | 1% | 30% | 2% | 1% | -2% | 0%
O=C(Nc1sc2c(c1C(=O)NCc1ccco1)CCCC2)c1cc(=O)c2ccccc2o1 | -2% | -1% | -15% | -10% | -2% | -8% | -2%
CC(=O)Nc1cc(C(=O)NCc2ccccc2Cl)ccc1Sc1ccc(F)cc1 | -1% | 1% | -21% | -1% | -20% | 7% | -2%
CC1CN(C(=O)Nc2ccc(C(=O)NCCc3ccc(Cl)cc3)cc2)c2ccccc2S1 (stereo unspecified) | -1% | -1% | -11% | 17% | 1% | -3% | 3%
CCc1ccc(S(=O)(=O)c2nnn(-c3cccc(C)c3)c2N)cc1 | 4% | 0% | -20% | 2% | -14% | 19% | 1%
COc1ccc(NC(=O)CC2C(=O)N(c3cccc(OC)c3)C(=O)N2CCc2cccs2)cc1 (stereo unspecified) | 7% | 0% | -3% | -1% | -12% | -1% | -3%
CCc1ccc(NC(=O)CC(NCc2cccnc2)C(=O)O)cc1 (stereo unspecified) | 0% | -2% | 3% | 17% | 6% | 3% | -2%
Cc1ccc(NC(=O)c2ccc(=O)n(Cc3ccccc3C)c2)c(C)c1 | 1% | 1% | 15% | 7% | 3% | -1% | -7%

Only part of the results is shown; rates above refer to the full screens.
